Bioassay records from PubChem BioAssay.
APP 5'UTR act – APP 5'UTR luciferase reporter activation; SH-SY5Y APP 5'UTR luciferase reporter, luminescence; zero percent = DMSO vehicle wells; 190,000 compounds, 1% hits; AID 1276; activation, % at 2 µM;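 active means activation above a set limit, based on mean plus 3 SD of controls, cut at about 140% in these data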; further: values of inactives mirror those of a sister screen read the other way
STAT3 inh – inhibitors of IL-6 induced STAT3 signaling; U3A cells, IL-6 STAT3-luciferase reporter, luminescence; host cell line lacks STAT1; inhibition, % at 5.5 µM; 190,000 compounds, 0.89% hits;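 active means inhibition above the mean inhibition across all screened compounds plus 3 SD, cut at about 44% in these data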;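 further: 0% = DMSO only wells and 100% = 100 µM nifuroxazide control wells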
NF-kB neuron act – raises NF-kB expression in human neuronal cells; NF-kB reporter expression; active compounds read high; fold change at 12.5 µM; 190,000 compounds, 1.6% hits; AID 1239; in the data active means fold change above about 3.3
RAM inhibit – blocks the yeast RAM network; S. cerevisiae dse1pr::URA3 reporter, 5-FOA growth OD615, 2 d; analog-sensitive cbk1-as2 kinase mutant strain; 190,000 compounds, 1.8% hits; inhibition, % at 50 µM;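 active means inhibition above a set limit, 3 SD over mean compound inhibition, cut at about 8.4% in these data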;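 further: 0% = DMSO-only wells with no growth and 100% = 10 µM 1-NA-PP1 full growth; inhibition rescues growth on 5-FOA so higher OD means more RAM inhibition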
STAT1 inh – reduces IFN-gamma driven STAT1 reporter signal; NIH 3T3 STAT1-luciferase reporter, luminescence; inhibition, % at 5.5 µM; 200,000 compounds, 0.35% hits;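 active means inhibition above a set limit, the mean inhibition across all tested compounds plus 3 SD, cut at about 34% in these data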;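 further: 0% = IFN-gamma with DMSO and 100% = IFN-gamma with 300 µM nifuroxazide; values of inactives mirror those of a sister screen read the other way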
Hsp70 act – transcriptional activators of Hsp70 | HeLa Hsp70 promoter luciferase reporter, luminescence; scaled: vehicle 0, proteasome-inhibitor control 100% | activation, % at 10 µM | 200,000 compounds, 0.04% hits | AID 1203;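 active means activation above the mean across all tested compounds plus 3 SD, cutoff set per campaign, cut at about 5.5% in these data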;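 further: 100% = MG132 at 30 µM as the positive control and 0% = DMSO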
STAT1 activator – STAT1 signaling activation; 200,000 compounds, 2.6% hits; activation (% of control), % at 5.5 µM; AID 932; NIH 3T3 STAT1-luciferase reporter, IFN-gamma, luminescence; 100% = IFN-gamma alone, no compound;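 active means activation above the screen-wide mean activation plus 3 SD, cut at about 130% in these data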;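 further: raw ratio to IFN-gamma control signal so 100% means no change and 0% no light; values of inactives mirror those of a sister screen read the other way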
STAT3 activator – STAT3 signaling activation; U3A cells, IL-6 STAT3-luciferase reporter, luminescence; 100% = signal with IL-6 EC80 alone; activation (% of control), % at 5.6 µM; 190,000 compounds, 0.91% hits; AID 871;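 active means activation above the screen-wide mean of compound activation plus 3 SD, cut at about 130% in these data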;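 further: 0% = background luminescence of wells with medium and substrate only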
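system = STAT3-luciferase reporter U3A cells | reagent = IL-6 stimulus at 33 ng/mL final | timing = 1 h compound pre-exposure, 6 h IL-6 stimulation, 37 °C | measured by = luminescence | evaluation = % activation versus median of IL-6-stimulated wells | control set = IL-6-only wells as 100% reference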
FLuc inhib CS – inhibits firefly luciferase, flagging false hits in luciferase inhibition screens; P08659; ATPLite firefly luciferase biochemical luminescence, 10 min; inhibition, % at 10 µM; 200,000 compounds, 1.5% hits; AID 1006;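 active means inhibition above about 50% when tested at 10 µM, limit read from the data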
Target sequence (P08659 whole entry, looked up): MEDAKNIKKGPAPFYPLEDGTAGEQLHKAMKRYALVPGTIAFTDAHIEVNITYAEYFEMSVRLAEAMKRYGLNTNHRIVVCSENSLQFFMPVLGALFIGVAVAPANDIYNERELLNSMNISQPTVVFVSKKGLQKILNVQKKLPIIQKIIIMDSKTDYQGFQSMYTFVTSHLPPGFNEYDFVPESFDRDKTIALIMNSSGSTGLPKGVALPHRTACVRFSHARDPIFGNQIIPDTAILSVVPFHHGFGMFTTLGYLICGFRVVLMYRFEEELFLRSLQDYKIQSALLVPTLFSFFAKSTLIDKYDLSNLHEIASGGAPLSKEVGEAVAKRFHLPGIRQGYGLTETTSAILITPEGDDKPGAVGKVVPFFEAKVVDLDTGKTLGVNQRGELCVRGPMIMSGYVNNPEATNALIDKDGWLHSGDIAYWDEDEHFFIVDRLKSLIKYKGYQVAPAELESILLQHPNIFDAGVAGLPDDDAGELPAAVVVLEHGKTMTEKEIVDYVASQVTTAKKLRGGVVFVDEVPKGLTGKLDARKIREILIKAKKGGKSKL
APP 5UTR inh – APP translation inhibition; 190,000 compounds, 0.82% hits; AID 1285; inhibition, % at 2 µM; SH-SY5Y APP 5'UTR-luciferase reporter, luminescence;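 active means inhibition above a set limit, derived from the sample mean plus 3 SD, cut at about 45% in these data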; further: values of inactives mirror those of a sister screen read the other way
Numbers without * were called inactive; & = joins results of further samples.

Sample of the layout:
How did Cc1cccc(N2CCN(Cc3ccoc3)CC2)c1C do in these assays?
APP 5'UTR act: -3; STAT3 inh: 8; NF-kB neuron act: 1.3; RAM inhibit: 0.3; STAT1 inh: 1; Hsp70 act: -0.4; STAT1 activator: 99; STAT3 activator: 98; FLuc inhib CS: 1; APP 5UTR inh: 2

What do the screens show for `CCN(CC)C(=O)CC(c1ccc(F)cc1)c1ccco1` (stereo unspecified)?
APP 5'UTR act: 12; STAT3 inh: -4; NF-kB neuron act: 1.1; RAM inhibit: 2.0; STAT1 inh: 0; Hsp70 act: -0.1; STAT1 activator: 100; STAT3 activator: 105; FLuc inhib CS: -8; APP 5UTR inh: -12

Results for C=CCN=C(NC#N)SCC(=O)NCc1ccccc1 ?
APP 5'UTR act: -1; STAT3 inh: 5; NF-kB neuron act: 1.2; RAM inhibit: 1.5; STAT1 inh: 3; Hsp70 act: -0.4; STAT1 activator: 97; STAT3 activator: 99; FLuc inhib CS: -3; APP 5UTR inh: 1

Main list (from the top)
How did Cc1cccc(N2CCN(Cc3ccoc3)CC2)c1C do in these assays?
APP 5'UTR act: -3; STAT3 inh: 8; NF-kB neuron act: 1.3; RAM inhibit: 0.3; STAT1 inh: 1; Hsp70 act: -0.4; STAT1 activator: 99; STAT3 activator: 98; FLuc inhib CS: 1; APP 5UTR inh: 2

What do the screens show for `CCN(CC)C(=O)CC(c1ccc(F)cc1)c1ccco1` (stereo unspecified)?
APP 5'UTR act: 12; STAT3 inh: -4; NF-kB neuron act: 1.1; RAM inhibit: 2.0; STAT1 inh: 0; Hsp70 act: -0.1; STAT1 activator: 100; STAT3 activator: 105; FLuc inhib CS: -8; APP 5UTR inh: -12

Results for C=CCN=C(NC#N)SCC(=O)NCc1ccccc1 ?
APP 5'UTR act: -1; STAT3 inh: 5; NF-kB neuron act: 1.2; RAM inhibit: 1.5; STAT1 inh: 3; Hsp70 act: -0.4; STAT1 activator: 97; STAT3 activator: 99; FLuc inhib CS: -3; APP 5UTR inh: 1

Results for CS(=O)(=O)Nc1ccccc1Oc1ccccc1 ?
APP 5'UTR act: 7; STAT3 inh: -5; NF-kB neuron act: 1.2; RAM inhibit: -0.1; STAT1 inh: -4; Hsp70 act: -0.3; STAT1 activator: 104; STAT3 activator: 104; FLuc inhib CS: -10; APP 5UTR inh: -7

How did Cc1cc(C)n(Cc2ccc(NC(=O)c3nn(C)cc3[N+](=O)[O-])cc2)n1 do in these assays?
APP 5'UTR act: -17; STAT3 inh: 31; NF-kB neuron act: 1.4; RAM inhibit: 2.2; STAT1 inh: 0; Hsp70 act: -0.2; STAT1 activator: 100; STAT3 activator: 77; FLuc inhib CS: 0; APP 5UTR inh: 17

Results for CN(/C=C/C(=C/C=[N+](C)c1ccccc1)OCCCS(=O)(=O)[O-])c1ccccc1 ?
APP 5'UTR act: 20; STAT3 inh: -7; NF-kB neuron act: 1.3; RAM inhibit: 0.5; STAT1 inh: 0; Hsp70 act: -0.2; STAT1 activator: 100; STAT3 activator: 114; FLuc inhib CS: -3; APP 5UTR inh: -20

Results for CN1CCCC1CCNS(=O)(=O)c1ccc(Br)cc1 (stereo unspecified) ?
APP 5'UTR act: 0; STAT3 inh: 12; NF-kB neuron act: 1.1; RAM inhibit: 2.2; STAT1 inh: 2; Hsp70 act: 0.1; STAT1 activator: 96; STAT3 activator: 93; FLuc inhib CS: -4; APP 5UTR inh: 0

How did CCCCOC(=O)Nc1sc2nc(C)cc(C)c2c1-n1cccc1 do in these assays?
APP 5'UTR act: 9; STAT3 inh: 10; NF-kB neuron act: 1; RAM inhibit: 9.5*; STAT1 inh: -5; Hsp70 act: -0.2; STAT1 activator: 104; STAT3 activator: 97; FLuc inhib CS: -9; APP 5UTR inh: -9

Results for COC(=O)c1ccc(Sc2ccccc2NS(=O)(=O)c2ccc(C)cc2)nc1 ?
APP 5'UTR act: 8; STAT3 inh: -11; NF-kB neuron act: 1.3; RAM inhibit: 1.5; STAT1 inh: -7; Hsp70 act: 0.1; STAT1 activator: 106; STAT3 activator: 114; FLuc inhib CS: -3; APP 5UTR inh: -8

Results for Cc1cccnc1NC(=S)Nc1ccc(Br)cc1Cl ?
APP 5'UTR act: 105; STAT3 inh: 2; NF-kB neuron act: 1.1; RAM inhibit: 8.5*; STAT1 inh: -64; Hsp70 act: 0.6; STAT1 activator: 154*; STAT3 activator: 102; FLuc inhib CS: 16; APP 5UTR inh: -105

How did Cc1[nH]c(=O)[nH]c(=O)c1S(=O)(=O)N1CCN(c2ccccc2F)CC1 do in these assays?
APP 5'UTR act: 9; STAT3 inh: -12; NF-kB neuron act: 1.1; RAM inhibit: 0.8; STAT1 inh: -5; Hsp70 act: -0.3; STAT1 activator: 105; STAT3 activator: 115; FLuc inhib CS: -4; APP 5UTR inh: -9

Results for Cc1noc(C)c1S(=O)(=O)N1CCC(C(=O)N2CCN(C(=O)c3ccco3)CC2)CC1 ?
APP 5'UTR act: -21; STAT3 inh: -4; NF-kB neuron act: 0.94; RAM inhibit: 0.7; STAT1 inh: -4; Hsp70 act: -0.4; STAT1 activator: 105; STAT3 activator: 104; FLuc inhib CS: -6; APP 5UTR inh: 20

What do the screens show for `O=S(=O)(c1ccccc1)n1nc(-c2ccccc2)nc1NCc1ccco1`?
APP 5'UTR act: 36; STAT3 inh: -2; NF-kB neuron act: 2.5; RAM inhibit: 16*; STAT1 inh: -23; Hsp70 act: 0.2; STAT1 activator: 121; STAT3 activator: 102; FLuc inhib CS: -4; APP 5UTR inh: -36

How did CCN(CC)CCCNC(=O)C1CCN(C(=O)c2cc3sccc3n2Cc2ccc(F)cc2)CC1 do in these assays?
APP 5'UTR act: 6; STAT3 inh: -8; NF-kB neuron act: 0.83; RAM inhibit: 1.9; STAT1 inh: -1; Hsp70 act: 0.1; STAT1 activator: 100; STAT3 activator: 110; FLuc inhib CS: -1; APP 5UTR inh: -6

What do the screens show for `O=C1NCC(O)=C1C=NC12CC3CC(CC(C3)C1)C2`?
APP 5'UTR act: -4&-20; STAT3 inh: 2&-5; NF-kB neuron act: 1.7&1.2; RAM inhibit: 0.1&1.1; STAT1 inh: -3&-11; Hsp70 act: -0.1&-0.2; STAT1 activator: 104&110; STAT3 activator: 102&110; FLuc inhib CS: -5&-8; APP 5UTR inh: 4&20

Results for Cc1ccc(S(=O)(=O)c2c(C)cc(C)nc2Oc2cccc(C(F)(F)F)c2)cc1 ?
APP 5'UTR act: 13; STAT3 inh: 1; NF-kB neuron act: 0.96; RAM inhibit: 14*; STAT1 inh: 6; Hsp70 act: -0.1; STAT1 activator: 94; STAT3 activator: 105; FLuc inhib CS: -5; APP 5UTR inh: -13

Results for O=C(Nc1ccccc1)C1=C[C@@H](c2csc3ccccc23)C[C@@H](OCc2ccc(CO)cc2)O1 ?
APP 5'UTR act: 3; NF-kB neuron act: 0.71; RAM inhibit: 7.0; STAT1 inh: 3; Hsp70 act: -0.2; STAT1 activator: 98; FLuc inhib CS: -6; APP 5UTR inh: -3

Results for S=c1sc2c(N3CCOCC3)ncnc2n1-c1ccccc1 ?
STAT3 inh: -3; NF-kB neuron act: 1.6; RAM inhibit: 2.1; STAT1 inh: -16; Hsp70 act: -0.1; STAT1 activator: 115; STAT3 activator: 110; FLuc inhib CS: 14

Results for COc1cccc(CNC2CCCC2)c1 ?
APP 5'UTR act: -19; STAT3 inh: 6; NF-kB neuron act: 1.2; RAM inhibit: 0.3; STAT1 inh: -7; Hsp70 act: -0.2; STAT1 activator: 108; STAT3 activator: 101; FLuc inhib CS: -3; APP 5UTR inh: 19

Results for CC(C)C(=O)NCCc1nc2ccccc2n1C ?
APP 5'UTR act: 0; STAT3 inh: 9; NF-kB neuron act: 1.2; RAM inhibit: -0.9; STAT1 inh: 2; Hsp70 act: -0.2; STAT1 activator: 98; STAT3 activator: 96; FLuc inhib CS: -2; APP 5UTR inh: 0

What do the screens show for `C/C(=N\NC(=O)c1cccs1)c1cccnc1`?
APP 5'UTR act: 11; STAT3 inh: 5; NF-kB neuron act: 1.6; RAM inhibit: 0.4; STAT1 inh: -16; Hsp70 act: -0.4; STAT1 activator: 115; STAT3 activator: 100; FLuc inhib CS: 18; APP 5UTR inh: -11

What do the screens show for `Cc1sc(NC(=O)COc2ccccc2)c(C#N)c1C`?
APP 5'UTR act: 0; STAT3 inh: 22; NF-kB neuron act: 1.9; RAM inhibit: 1.9; STAT1 inh: -26; Hsp70 act: 0.2; STAT1 activator: 124; STAT3 activator: 87; FLuc inhib CS: 6; APP 5UTR inh: 0

Results for Cc1ccc(C)c(NC(=O)CCC(=O)OC(C(=O)c2ccccc2)c2ccccc2)c1 (stereo unspecified) ?
APP 5'UTR act: -2; STAT3 inh: 0; NF-kB neuron act: 1; RAM inhibit: 0.6; STAT1 inh: -5; Hsp70 act: -0.2; STAT1 activator: 104; STAT3 activator: 104; FLuc inhib CS: -9; APP 5UTR inh: 2

How did CCOC(=O)C1(CCCc2ccccc2)CCN(C(=O)CCc2cnccn2)CC1 do in these assays?
APP 5'UTR act: 25; STAT3 inh: 12; NF-kB neuron act: 0.98; RAM inhibit: 2.0; STAT1 inh: -5; Hsp70 act: -0.3; STAT1 activator: 103; STAT3 activator: 94; FLuc inhib CS: 0; APP 5UTR inh: -25

How did Cc1cc(C(=O)N[C@H](c2ccccc2)[C@@]2(C)C[C@@H]2[C@@H](C)C(=O)Nc2ccc3ccccc3c2)n(C)n1 do in these assays?
APP 5'UTR act: -7; STAT3 inh: -10; NF-kB neuron act: 0.65; RAM inhibit: 3.9; STAT1 inh: 2; Hsp70 act: -0.4; STAT1 activator: 98; STAT3 activator: 106; FLuc inhib CS: -4; APP 5UTR inh: 7

How did N#Cc1c(Cn2cncn2)nc(=O)n(-c2ccccc2)c1N do in these assays?
APP 5'UTR act: 26; STAT3 inh: 2; NF-kB neuron act: 0.97; RAM inhibit: 1.1; STAT1 inh: -9; Hsp70 act: -0.2; STAT1 activator: 106; STAT3 activator: 102; FLuc inhib CS: 0; APP 5UTR inh: -26

Results for CSc1nc2c(c(=O)[nH]1)C(c1cccc(Cl)c1)CC(=O)N2 (stereo unspecified) ?
APP 5'UTR act: -6; STAT3 inh: -7; NF-kB neuron act: 0.93; RAM inhibit: 5.4; STAT1 inh: 2; Hsp70 act: 0.1; STAT1 activator: 97; STAT3 activator: 109; FLuc inhib CS: -1; APP 5UTR inh: 6

What do the screens show for `CC(C)CN1C(=O)C(=Nc2cccnc2)c2ccccc21`?
APP 5'UTR act: 4; STAT3 inh: -8; NF-kB neuron act: 1.1; RAM inhibit: 1.3; STAT1 inh: -7; Hsp70 act: -0.4; STAT1 activator: 104; STAT3 activator: 108; FLuc inhib CS: -8; APP 5UTR inh: -4

What do the screens show for `O=C(COc1cccc2cccnc12)N/N=C1\SCC(=O)N1CCc1ccccc1`?
APP 5'UTR act: -20; STAT3 inh: 9; NF-kB neuron act: 1; RAM inhibit: 0.8; STAT1 inh: -5; Hsp70 act: -0.2; STAT1 activator: 103; STAT3 activator: 97; FLuc inhib CS: 2; APP 5UTR inh: 20
